Bioassay records: PubChem BioAssay, National Center for Advancing Translational Sciences (NCATS)
Tau filament bind: qHTS Assay for Tau Filament Binding | 71,000 tested, 2% active | recombinant tau filaments, thioflavin S fluorescence, 15 h; filaments grown with octadecylsulfate alongside compound | Potency, µM (titrated, usually from 57.1 µM), inactives show at the highest dose activity change, negative = inhibition | AID 596, 2007 | Microtubule-associated protein tau (Homo sapiens), P10636;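 note: potency is the fitted concentration of half-maximal effect; % is set by controls: 0 for no effect and ±100 for the full control effect; actives lower thioflavin S fluorescence by blocking filaments or displacing dye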
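Read-out: ThS fluorescence, 450 nm excitation/510 nm emission; lower signal marks blocked filament formation or displaced dye. Tau at 1 uM with 30 uM ODS, 10 uM ThS, 5 mM DTT, 100 mM NaCl, 10 mM HEPES pH 7.4; 15 h, 37 C.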
Caspase-1 inhib: qHTS Assay for Allosteric/Competitive Inhibitors of Caspase-1; Potency, µM (titrated, usually from 57.5 µM), inactives show top-dose activity change, negative = inhibition, actives largely listed as inhibitors; AID 900, 2007; 75,000 tested, 0.03% active; P29466; Caspase-1 enzyme, Ac-WEHD-AFC fluorogenic rate;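 note: potency is the fitted concentration of half-maximal effect; plate controls were vehicle for no effect and no substrate for full effect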
BRCT PPI red: qHTS Assay for Inhibitors of BRCT-Phosphoprotein Interaction (Red Fluorophore) | Breast cancer type 1 susceptibility protein (Homo sapiens), P38398 | BRCT-phosphopeptide binding, red fluorescence polarization | Potency, µM (doses to about 76.9 µM), for the others: at the highest dose activity change, negative = inhibition, hits mostly inhibitors | 75,000 tested, 0.03% active; note: % is set by controls: 0 for no effect and ±100 for the full control effect
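Fluorescence polarization: 100 nM His-tagged BRCA1 BRCT with 100 nM TAMRA-labelled phospho-BACH1 decapeptide, phosphate buffer pH 7.3 with 150 mM NaCl, DTT, 0.01% Tween 20; 12 min RT. Binding inhibition seen as FP decrease.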
CRE Fsk mod: Cell signaling CRE-BLA (Fsk stim). Potency, µM (series often up to 38.2 µM), without a hit: top-dose activity change, negative = inhibition, usual class: activators. AID 662, 2007. CHO CRE-bla reporter (cAMP response element driving beta-lactamase), forskolin EC10, beta-lactamase ratio. 71,000 tested, 2.5% active; active = well fitted activation curve with a large enough effect in the signal ratio, with a control signal flat, not every such curve was filed as active; inconclusive = small, poorly fitted or top-dose-only effect, or effect the other way, or a change in a side signal; the % refers to the signal ratio; note: potency is the fitted concentration of half-maximal effect; % of control where 0% means no effect
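Forskolin analogue NKH 477 at EC10 stimulated CRE-driven beta-lactamase in CHO cells alongside compound dilution series. Beta-lactamase was measured with CCF4, excitation 405 nm, emission ratio 460/530 nm.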
A350 autofl: qHTS Assay for Spectroscopic Profiling in A350 Spectral Region | AID 590, 2007 | max dye-equivalent concentration, M | 59,000 tested, 11% active | Compound autofluorescence, 340/450 nm, Alexa 350 dye-equivalents; hits give high values; in the data active = max dye-equivalent concentration above about 10 nM; inconclusive = mostly about 1.1 nM to 9.6 nM
Caspase-7 inhib: qHTS Assay for Allosteric/Competitive Inhibitors of Caspase-7. recombinant caspase-7, Ac-DEVD-AFC fluorescence rate. Potency, µM (top dose mostly 57.5 µM), inactives show top-dose activity change, negative = inhibition, actives largely listed as inhibitors. 75,000 tested, 0.02% active. P55210. AID 889, 2007; active = well fitted inhibition curve with a large enough effect in the main read-out, with a control signal flat, not every such curve was filed as active; inconclusive = small, poorly fitted or top-dose-only effect, or a change in a side signal; note: potency is the fitted concentration of half-maximal effect; % of control where 0% means no effect
USP2a inhib: qHTS Assay for Inhibitors of Ubiquitin-specific Protease USP2a | Potency, µM (top dose mostly 38.3 µM), inactives show at the highest dose activity change, negative = inhibition, hits mostly inhibitors | USP2a enzymatic assay, qHTS inhibition | Ubiquitin carboxyl-terminal hydrolase 2 (Homo sapiens), O75604 | 60,000 tested, 0.1% active | AID 927, 2007;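 note: potency is the fitted concentration of half-maximal effect; nearly all actives have a fitted effect of over 60% in size; plate controls were DMSO for no effect and NEM full inhibition control for full effect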
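20 nM USP2 core + cpd, 30 min RT; add 20 nM Ub-PLA2/20 uM NBD C6-HPC; read Ex460/Em535 at 0 h and 2.5 h. Normalized to NEM; qHTS curve fit/classification.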
HEK293 cAMP cs: qHTS Assay for Agonists of the Thyroid Stimulating Hormone Receptor: Activators of Intracellular cAMP Concentrations in Parental HEK 293; parental HEK293 CNG cAMP sensor, membrane potential fluorescence; Potency, µM (highest dose often 57.1 µM), for inactives: at the top dose activation, actives largely listed as activators; 73,000 tested, 2.5% active; AID 938, 2007; note: potency is the fitted concentration of half-maximal effect; % of control where 0% means no effect; nearly all actives have a fitted effect of over 55% in size
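Parental HEK 293 cells stably expressing a cAMP-gated CNG channel were loaded with membrane potential dye containing 100 uM RO 20-1724 for 60 min. Compound added for 30 min; depolarization read as fluorescence intensity at 590 nm.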
ERK AVP block: qHTS Assay for Inhibitors of the ERK Signaling Pathway using a Homogeneous Screening Assay. 72,000 tested, 0.99% active. HEK293-V1b, vasopressin-stimulated pERK AlphaScreen. Potency, µM (doses to about 57.5 µM), without a hit: top-dose activity, negative = inhibition, actives largely listed as inhibitors. AID 995, 2007; note: potency is the fitted concentration of half-maximal effect; % is set by controls: 0 for no effect and ±100 for the full control effect; nearly all actives have a fitted effect of over 55% in size
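qHTS, compounds titrated on V1b-expressing HEK293 cells. Preincubation 30 min at 37C, vasopressin 25 nM for 5 min, lysis 10 min, bead incubation 5 hr at room temperature.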
FLuc inh: qHTS Assay for Inhibitors of Firefly Luciferase; purified firefly luciferase, luminescence, 8 min; Luciferin 4-monooxygenase (Photinus pyralis), P08659; AID 411, 2009; Potency, µM (titrated, usually from 57.1 µM), for the others: at the highest dose activity change, negative = inhibition, most hits filed as inhibitors; 72,000 tested, 2.2% active; note: potency is the fitted concentration of half-maximal effect; % is set by controls: 0 for no effect and ±100 for the full control effect; nearly all actives have a fitted effect of over 40% in size
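Firefly luciferase (PKLight detection mix) with 10 uM ATP in pH 7.2 imidazole buffer (KCl, MgCl2, Tween 20, BSA). Compounds tested across a concentration series (qHTS). Luminescence read after 8 min at ambient temperature.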
BRCT PPI green: qHTS Assay for Inhibitors of BRCT-Phosphoprotein Interaction (Green Fluorophore). Potency, µM (doses to about 76.9 µM), for inactives: at the top dose activity change, negative = inhibition, most hits filed as inhibitors. BRCA1 BRCT-phosphopeptide binding, green fluorescence polarization. 75,000 tested, 0.05% active. Breast cancer type 1 susceptibility protein (Homo sapiens), P38398. AID 875, 2007;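 note: potency is the fitted concentration of half-maximal effect; plate controls were peptide without protein for full effect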
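Fluorescence polarization: His-tagged BRCT (~35 kDa BRCA1 C-terminus, 250 nM) bound to 100 nM fluorescein-labeled phosphorylated 10-aa BACH1 peptide, pH 7.3 phosphate buffer with DTT and Tween 20. Compounds incubated 12 min at room temperature; inhibition read as lowered polarization.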
An asterisk follows results filed as active; [ ] = another dose, or the depositor's remark. Unless noted, calls come from the whole dose curve; as a rule, active = well fitted curve in the direction sought with a large enough effect; inconclusive = small, poorly fitted or top-dose-only effect, or another doubt; inactive = no such curve, though single readings can be large; an effect the other way counts as inactive or inconclusive. Not a hit list; about 16% have a hit in one of these screens.

How did Cc1nn(-c2ccccc2)c2sc(C(=O)OCn3nnc4ccccc4c3=O)cc12 do in these assays?
Tau filament bind: -4.9%; Caspase-1 inhib: 2.4%; BRCT PPI red: 0.9%; CRE Fsk mod: 1.1%; A350 autofl: inactive; Caspase-7 inhib: -1.4%; USP2a inhib: 28.8%; HEK293 cAMP cs: 4.2%; ERK AVP block: -11.4%; FLuc inh: -1.0%; BRCT PPI green: 0.3%

How did CCOC(=O)C1C(=O)C=C(c2ccc(OC)cc2)CC1c1ccco1 (stereo unspecified) do in these assays?
Tau filament bind: -18.0%; Caspase-1 inhib: -17.0%; BRCT PPI red: -1.8%; CRE Fsk mod: 8.5%; A350 autofl: 1.14e-08M*; Caspase-7 inhib: -7.8%; USP2a inhib: -19.8%; HEK293 cAMP cs: inconclusive; ERK AVP block: 21.4%; FLuc inh: 25.1µM*; BRCT PPI green: 1.0%

What do the screens show for `COc1ccc2nc(Nc3nc(C)c(C(C)=O)s3)sc2c1`?
Tau filament bind: 192.9%; Caspase-1 inhib: inconclusive; BRCT PPI red: -6.3%; CRE Fsk mod: inconclusive; A350 autofl: inactive; Caspase-7 inhib: -15.7%; USP2a inhib: 39.9%[activator]; HEK293 cAMP cs: -7.0%; ERK AVP block: inconclusive; FLuc inh: 15.8µM*; BRCT PPI green: -0.5%

Results for CC(=O)N(c1ccccc1)c1c(F)c(F)c(F)c(F)c1F ?
Tau filament bind: -7.6%; Caspase-1 inhib: -0.4%; BRCT PPI red: 0.2%; CRE Fsk mod: -17.4%; A350 autofl: inactive; Caspase-7 inhib: 0.4%; USP2a inhib: 5.5%; HEK293 cAMP cs: 28.6%; ERK AVP block: -10.2%; FLuc inh: -1.2%; BRCT PPI green: 0.9%

What do the screens show for `CCOC(=O)CSC1=C(C#N)C(c2ccco2)C(C(=O)Nc2cccc(C(F)(F)F)c2)=C(C)N1` (stereo unspecified)?
Tau filament bind: -10.6%; Caspase-1 inhib: -9.3%; BRCT PPI red: 1.6%; CRE Fsk mod: -5.1%; A350 autofl: 1.57e-08M*; Caspase-7 inhib: -9.3%; USP2a inhib: 20.6%; HEK293 cAMP cs: 14.7%; ERK AVP block: -2.5%; FLuc inh: -0.7%; BRCT PPI green: 3.0%

Results for O=C(O)c1ccccc1-c1ccccc1C(=O)Nc1ccc2c(c1)[nH]c(=O)c1ccccc12 ?
Tau filament bind: 11.3%[11.4 µM]; Caspase-1 inhib: 0.4%[11.5 µM]; BRCT PPI red: 1.4%[15.4 µM]; CRE Fsk mod: inconclusive; A350 autofl: inactive; Caspase-7 inhib: -3.4%[11.5 µM]; HEK293 cAMP cs: 24.3%[11.4 µM]; ERK AVP block: -0.2%[11.5 µM]; FLuc inh: 0.2%[11.4 µM]; BRCT PPI green: 2.6%[15.4 µM]

How did O=C(Nc1cnccn1)C1c2ccccc2Oc2ccccc21 do in these assays?
Tau filament bind: 165.5%; Caspase-1 inhib: -0.8%; BRCT PPI red: -1.0%; CRE Fsk mod: inconclusive; A350 autofl: inactive; Caspase-7 inhib: -1.7%; USP2a inhib: -4.6%; HEK293 cAMP cs: 14.4%; ERK AVP block: -9.2%; FLuc inh: 0.3%; BRCT PPI green: -5.6%

Results for O=C(Nc1nccs1)C1CCCN(S(=O)(=O)c2cccnc2)C1 (stereo unspecified) ?
Tau filament bind: -14.8%; Caspase-1 inhib: 2.8%; BRCT PPI red: 0.0%; CRE Fsk mod: -14.9%; Caspase-7 inhib: -0.5%; HEK293 cAMP cs: 2.7%; ERK AVP block: 10.4%; FLuc inh: 3.8%; BRCT PPI green: -6.1%

How did O=C1CCC(c2ccccc2)N1C(=O)c1cccnc1 (stereo unspecified) do in these assays?
Tau filament bind: -9.3%; Caspase-1 inhib: -0.7%; BRCT PPI red: 1.3%; CRE Fsk mod: -2.7%; A350 autofl: inactive; Caspase-7 inhib: -1.0%; USP2a inhib: -5.8%; HEK293 cAMP cs: 2.1%; ERK AVP block: 7.9%; FLuc inh: 0.7%; BRCT PPI green: -1.7%

What do the screens show for `O=C(CC(=O)c1ccccc1)c1ccccc1`?
Caspase-1 inhib: -0.4%; BRCT PPI red: 0.8%; Caspase-7 inhib: -1.6%; USP2a inhib: -20.7%; ERK AVP block: 32.6%[activator]; BRCT PPI green: 0.9%[3.08 µM]

Results for CCCS(=O)(=O)N1CCC(C(=O)NCC2CCCO2)CC1 (stereo unspecified) ?
Tau filament bind: -1.7%; Caspase-1 inhib: -0.5%; BRCT PPI red: 0.0%; CRE Fsk mod: -2.1%; A350 autofl: inactive; Caspase-7 inhib: -0.2%; USP2a inhib: 0.1%; HEK293 cAMP cs: 4.6%; ERK AVP block: 9.6%; FLuc inh: 2.4%; BRCT PPI green: -2.9%

Results for N#C/C(=C\c1c[nH]c2ccccc12)C(=O)c1ccc(O)c(O)c1 ?
Tau filament bind: -2.2%; Caspase-1 inhib: 2.4%; BRCT PPI red: -10.7%; CRE Fsk mod: -6.9%; A350 autofl: inactive; Caspase-7 inhib: -0.9%; USP2a inhib: inconclusive; HEK293 cAMP cs: -5.6%; ERK AVP block: inconclusive; FLuc inh: -2.3%; BRCT PPI green: -5.5%

Results for Cc1cccc(N2CCN(C(=O)C3CCCN(S(=O)(=O)c4cccc5cccnc45)C3)CC2)c1C (stereo unspecified) ?
Tau filament bind: 33.7%; Caspase-1 inhib: -0.2%; BRCT PPI red: -0.9%; CRE Fsk mod: inconclusive; Caspase-7 inhib: 0.0%; HEK293 cAMP cs: inconclusive; ERK AVP block: 0.7%; FLuc inh: -8.5%; BRCT PPI green: 2.4%

How did CN(C)c1nc(SCCOC(=O)COc2ccc(Cl)cc2Cl)nc(N(C)C)n1 do in these assays?
Tau filament bind: -4.1%; Caspase-1 inhib: -3.3%; BRCT PPI red: -0.3%; CRE Fsk mod: 0.2%; A350 autofl: inactive; Caspase-7 inhib: -2.0%; USP2a inhib: -10.8%; HEK293 cAMP cs: 14.7%; ERK AVP block: 34.7%[activator]; FLuc inh: -27.3%; BRCT PPI green: -0.2%

What do the screens show for `COc1ccc2c3c(c(=O)oc2c1OCC(N)=O)CCCC3`?
Tau filament bind: 9.7%; Caspase-1 inhib: 2.8%; BRCT PPI red: -1.2%; CRE Fsk mod: inconclusive; A350 autofl: inconclusive; Caspase-7 inhib: 0.2%; USP2a inhib: -1.4%; HEK293 cAMP cs: inconclusive; ERK AVP block: -13.9%; FLuc inh: -0.1%; BRCT PPI green: -0.6%

How did Cn1c(=O)c2c(SC3CCCC3)nc(CC(C)(C)C)nc2n(C)c1=O do in these assays?
Tau filament bind: -4.8%; Caspase-1 inhib: -3.8%; BRCT PPI red: -0.2%; CRE Fsk mod: -2.3%; Caspase-7 inhib: 2.1%; HEK293 cAMP cs: -5.0%; FLuc inh: 2.9%; BRCT PPI green: 0.2%

Results for COc1cc(C)c(CNc2ccc(OC)c(OC)c2)cc1C ?
Tau filament bind: 169.6%[11.4 µM]; Caspase-1 inhib: inconclusive; BRCT PPI red: -2.1%; CRE Fsk mod: inconclusive; Caspase-7 inhib: -16.5%; USP2a inhib: 22.9%[7.66 µM]; HEK293 cAMP cs: -5.7%[11.4 µM]; ERK AVP block: -21.3%; FLuc inh: -1.5%; BRCT PPI green: -1.0%

How did Cn1cc(S(=O)(=O)N2CCC(Cc3ccccc3)CC2)c(=O)n(C)c1=O do in these assays?
Tau filament bind: 7.8%; Caspase-1 inhib: 1.7%; BRCT PPI red: -2.3%; CRE Fsk mod: -3.5%; Caspase-7 inhib: 0.5%; HEK293 cAMP cs: 9.3%; FLuc inh: 1.8%; BRCT PPI green: -3.0%

Results for CCn1cc(C(=O)NCc2ccc3c(c2)OCO3)c2cc(OC)c(OC)cc2c1=O ?
Tau filament bind: 6.8%; Caspase-1 inhib: 1.0%; BRCT PPI red: 0.3%; CRE Fsk mod: 2µM*; A350 autofl: inactive; Caspase-7 inhib: 0.3%; USP2a inhib: 16.7%; HEK293 cAMP cs: -7.2%; ERK AVP block: 10.0%; FLuc inh: 0.8%; BRCT PPI green: 0.0%
